MrgX1 antag: human MrgX1 receptor antagonism, primary screen. Q96LB2. B-score at 10 µM. actives 1.3% (n = 310,000). AID 588676. MRGX1-HEK293 calcium flux, Fluo-4, BAM8-22 antagonism; stronger effect = lower value;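 active means calcium-response B-score plate-corrected more than 3 library SD below zero, starting fluorescence within 5 deviations, no agonist response on first addition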;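 further: peak minus trough fluorescence over baseline after final BAM8-22 challenge near maximal dose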
Target sequence (Q96LB2 whole entry, looked up): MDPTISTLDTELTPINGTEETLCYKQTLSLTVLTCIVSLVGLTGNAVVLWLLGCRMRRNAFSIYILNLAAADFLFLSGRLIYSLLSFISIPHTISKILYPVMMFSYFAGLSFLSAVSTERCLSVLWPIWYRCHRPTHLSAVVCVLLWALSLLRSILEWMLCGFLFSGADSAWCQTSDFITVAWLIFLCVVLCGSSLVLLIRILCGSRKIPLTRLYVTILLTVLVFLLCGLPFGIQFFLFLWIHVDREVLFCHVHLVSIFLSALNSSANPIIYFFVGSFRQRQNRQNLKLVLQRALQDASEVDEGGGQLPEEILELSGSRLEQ
IEC-6 tox: IEC-6 cytotoxicity, counter-screen for KLF5 inhibitors; actives 0.78% (n = 290,000); AID 1825; inhibition, % at 5 µM; luminescence viability; in the data active means inhibition above about 22%;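 further: 0% = plate median of test compound wells and 100% = cytotoxic reference compound wells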
TRPC4 block: blocks the mouse TRPC4 cation channel; actives 0.39% (n = 300,000); Q9QUQ5; HEK293 TRPC4beta/mu-opioid, DAMGO-evoked Fluo4 calcium flux; stronger effect = lower value; AID 2247; B-score at 10 µM;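 active means B-score over 3 SD under the library average, no early fluorescence shift, positive overall ratio signal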
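Assay system: Stable TRPC4beta/mu-opioid receptor HEK293 cells | Reagent: DAMGO in two steps, submaximal then maximal | Compound dosing: Single concentration per test compound | Signal: Fluo4 Ca2+ flux fluorescence | Evaluation: Per-well B score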
KLF5 inh: kruppel-like factor 5 inhibition. inhibition, % at 5 µM. DLD-1 KLF5 promoter-luciferase reporter, luminescence. actives 0.23% (n = 290,000);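 active means inhibition above a per-plate limit of that plate's mean compound inhibition plus 3 SD, cut at about 60% in these data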;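 further: 0% = DMSO wells and 100% = LY294002 at 200 µM; higher means less KLF5 promoter-driven luciferase light; inactives centre near -14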
TRPC6 act: mouse TRPC6 channel activation. Q61143. HEK293-TRPC6 membrane potential dye fluorescence; stronger effect = higher value. B-score at 10 µM. actives 0.13% (n = 310,000). AID 2550;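 active means B-score of the integrated fluorescence ratio above library mean plus 3 SD, and starting fluorescence ratio within library mean plus 5 SD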;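 further: higher score means more depolarization so channel activation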
SKKanGAS inh: inhibitors of SKKanGAS S. pyogenes growth in kanamycin (SK-promoter or general growth effect); BacTiter-Glo, 6 h; inhibition, % at 7.5 µM; actives 1.3% (n = 300,000);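 active means mean replicate score, as percent of positive control median, at least 50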;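 further: strain carries kanamycin resistance gene driven by streptokinase promoter and grows in 40 µg/ml kanamycin; loss of luminescence reflects streptokinase promoter inhibition or plain growth inhibition; 0% = median of DMSO wells and 100% = positive control at its reference dose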
HIF act: HIF pathway transcriptional activation; U2OS HRE-luciferase reporter, luminescence; normalized: DMSO 0%, desferrioxamine 100%; activation, % at 7.5 µM (by protocol); actives 0.32% (n = 300,000); AID 1910;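 active means mean activation of at least 10% of the iron chelator positive control signal, with at least half of replicates also reaching 10%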
TRPC4 agonist: activators of mouse TRPC4 channel; HEK293 TRPC4beta/mu-opioid, Fluo4 calcium fluorescence; stronger effect = higher value; B-score at 10 µM; actives 0.49% (n = 310,000); AID 2237;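 active means B-score above 5 SD of library B-scores, and initial fluorescence ratio not above library mean plus 5 SD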;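 further: positive B-score marks a calcium rise read as TRPC4 activation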
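System: HEK293 cells stably co-expressing mouse TRPC4beta and mu-opioid receptor; Schedule: Fluo4 dye loading 45 min at room temperature, 110 s recording; Detection: Fluo4 fluorescence, kinetic; Evaluation: B-scored integrated calcium fluorescence ratio; Controls: buffer (low) and maximal DAMGO (high).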
aSyn 5UTR inh: 5' untranslated region of α-synuclein, MLPCN primary screen; alpha-synuclein 5'UTR reporter, inhibitor activity; inhibition, % (tested at 7.5 µM); actives 0.82% (n = 300,000); AID 1813; in the data active means inhibition above about 60%;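 further: H4 neuroglioblastoma cells stably carrying SNCA 5'UTR luciferase fusion; 0% = DMSO wells and 100% = positive control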
TRPC4 PAM: allosterically enhances the mouse TRPC4 cation channel; Q9QUQ5; HEK293 TRPC4beta/mu-opioid, DAMGO EC20, Fluo-4 Ca2+ flux; stronger effect = higher value; B-score at 10 µM; actives 0.42% (n = 310,000);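 active means B-score of calcium response area above 5 SD of library B-scores, with initial fluorescence ratio within 5 SD of library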;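 further: B-score of integrated fluorescence ratio over time as area under calcium response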
TRPC6 inh: mouse TRPC6 channel inhibition. AID 2553. HEK293-TRPC6, membrane potential dye, ACh-evoked depolarization; stronger effect = lower value. B-score at 10 µM. actives 1.1% (n = 310,000);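 active means B-score under library mean minus 3 SD, initial fluorescence not abnormally high, positive integrated signal ratio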;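 further: B-score derived from integrated fluorescence ratio over the kinetic read; more negative B-score means stronger inhibition of depolarization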
Numbers without * were called inactive; i = inactive; nt = not tested or not shown.

The opening 2 compounds, ahead of the listing:
Under each structure – TRPC4 agonist	TRPC4 PAM	IEC-6 tox	MrgX1 antag	aSyn 5UTR inh	HIF act	KLF5 inh	TRPC4 block	SKKanGAS inh	TRPC6 act	TRPC6 inh
COc1ccc(N=C2SC(C(=O)O)CC(=O)N2C)cc1 (stereo unspecified)
  i	i	0	i	-25	-0.2	-28	i	-7	i	i
O=C(CN1C(=O)CCS(=O)(=O)c2ccccc21)Nc1ccccc1F
  i	i	-5	i	12	0.1	-43	i	2	i	i

Main list, repeating the preview:
Under each structure – TRPC4 agonist	TRPC4 PAM	IEC-6 tox	MrgX1 antag	aSyn 5UTR inh	HIF act	KLF5 inh	TRPC4 block	SKKanGAS inh	TRPC6 act	TRPC6 inh
COc1ccc(N=C2SC(C(=O)O)CC(=O)N2C)cc1 (stereo unspecified)
  i	i	0	i	-25	-0.2	-28	i	-7	i	i
O=C(CN1C(=O)CCS(=O)(=O)c2ccccc21)Nc1ccccc1F
  i	i	-5	i	12	0.1	-43	i	2	i	i
CC(Nc1cccc(F)c1)C(=O)Nc1ccc(S(N)(=O)=O)cc1 (stereo unspecified)
  i	i	-1	i	18	0.4	-1	i	-3	i	i
Cc1cc2n(n1)C(c1ccsc1)Nc1ccccc1-2 (stereo unspecified)
  i	i	10	i	-38	-0.1	5	i	1	i	i
NC(N)=N/N=C/c1ccc(Cl)c([N+](=O)[O-])c1
  i	16*	-2	i	-34	-0.8	9	i	0	i	i
O=C(Cn1c(=O)c2cccn2c2cccnc21)N1CCN(c2ccccc2F)CC1
  i	i	2	i	19	nt	8	i	1	i	i
Cc1[nH]n(-c2ccccc2)c(=O)c1CCOC(=O)c1cccc(C(F)(F)F)c1
  i	i	-2	i	20	-0.2	2	i	-8	i	i
O=C(NNS(=O)(=O)c1ccc(F)cc1)c1ccc(S(=O)(=O)N2CCCCC2)cc1
  i	i	-8	i	18	0.3	-12	i	-1	i	i
O=C1N/C(=C/c2ccc(N3CCCC3)cc2)C(=O)N1c1ccccc1
  i	i	-7	i	-59	0.9	-3	i	-10	i	i
Brc1ccccc1CN1CCC(Cc2ccccc2)CC1
  i	i	-4	i	12	0.5	-10	i	36	i	i
O=C(Nc1ccncc1)c1cc(S(=O)(=O)N2CCN(c3ccccc3)CC2)ccc1Cl
  i	i	nt	i	13	-0.9	nt	i	-2	i	i
CCn1c(SCC(=O)NCc2ccco2)nc2ccccc2c1=O
  i	i	4	i	2	-0.3	-1	i	1	i	i
COc1ccc(-c2csc3ncnc(N4CCN(c5ccc(OC)cc5)CC4)c23)cc1
  i	i	2	i	-3	0.1	-7	i	8	i	i
Cc1nc2ccc(S(=O)(=O)Nc3cc(-c4nc5cccnc5s4)ccc3C)cc2s1
  i	i	-1	i	-85	3.4	-6	i	38	i	i
CCOc1ccccc1N(C)S(=O)(=O)c1ccc2[nH]cc(C(=O)N(CCOC)CCOC)c(=O)c2c1
  i	i	2	i	18	-0.1	-7	i	2	i	i
CC(=O)c1cccc(-n2nnnc2SCC(=O)Nc2cc(C)on2)c1
  i	i	-2	i	12	0.0	-15	i	5	i	i
Cc1ccc(S(=O)(=O)N(C)C)cc1NC(=O)c1ccncc1
  i	i	4	i	-13	0.2	-1	i	-4	i	i
Cc1nc2nc(-c3cccnc3)nn2c(C)c1Cl
  i	i	11	i	-74	2.0	1	i	2	i	i
CN(C)c1ccc(NC(=O)c2ccc(Cn3cc([N+](=O)[O-])cn3)cc2)cc1
  i	i	-3	i	-73	3.4	17	i	7	i	i
O=C(COc1ccccc1[N+](=O)[O-])OC1CCS(=O)(=O)C1 (stereo unspecified)
  i	i	-15	i	-6	0.4	-24	i	10	i	i
Cc1cccc(N2C(N)=NC(N)=NC23CCCCC3)c1
  i	i	-6	i	-5	0.3	-4	i	-1	i	i
Cc1cccc(S(=O)(=O)c2c(N)n(Cc3ccco3)c3nc4ccccc4nc23)c1
  i	i	4	i	17	-0.3	27	i	34	i	i
CS(=O)(=O)c1ccc(Cl)c(NC(=O)COC(=O)/C=C/c2cnc3ccccc3n2)c1
  i	i	-2	i	0	0.0	-12	i	2	i	i
CNC(=O)CCc1nc(-c2ccc(C(C)(C)C)cc2)no1
  i	i	-1	i	-9	1.7	24	i	5	i	i
COc1ccc(C2c3c4c(n(C)c3CCN2C)CCN(C)C4c2ccc(OC)cc2)cc1 (stereo unspecified)
  i	i	7	i	-8	-0.4	-40	i	1	i	i
CC1=C(C#N)C(Nc2cccc(C)n2)(C(F)(F)F)C(=O)N1 (stereo unspecified)
  i	i	2	i	17	0.3	5	i	-3	i	i
Cc1cc(C(=O)CN2C(=O)NC3(CCCCC3)C2=O)c(C)n1-c1ccc2c(c1)OCO2
  i	i	-4	i	-30	0.4	1	i	-3	i	i
O=C(NCC1CCN(c2ccc(S(=O)(=O)N3CCOCC3)cc2)CC1)c1ccc(Cl)cc1
  i	i	0	i	26	0.1	5	i	-1	i	-5.5*
O=C(Cn1cc(/C=C\[N+](=O)[O-])c2ccccc21)Nc1ccccc1
  i	i	4	i	-53	-2.5	-8	i	0	i	i
Cc1cccc(NC(=S)NC(C)C(c2cccs2)N2CCN(C)CC2)c1C (stereo unspecified)
  i	i	5	i	-15	-0.5	13	i	0	i	i
CCOC(=O)c1c(NC(=O)CN2CCOCC2)sc2c1CCCC2=O
  i	i	2	i	44	-0.1	-13	i	-4	i	i
CN1C(=C2C(=O)OC(C)(C)OC2=O)Sc2ccccc21
  i	i	0	i	-79	nt	-74	i	-1	i	i
COc1ccc(-c2nnn(CCc3nn[nH]n3)n2)cc1OC
  i	i	8	i	-5	0.1	6	i	-4	i	i
Cc1nc(C(F)(F)F)ccc1C(=O)N1CCCCC1
  i	i	-4	i	12	0.1	-2	i	42	i	i
CCC/C(=N\NC(=O)CNC(=O)c1ccc(Cl)cc1)c1ccccc1
  i	i	0	i	9	-0.3	12	i	-6	i	i
O=C(O)c1ccc(N2C(=O)CC(N3CCN(c4cccc(C(F)(F)F)c4)CC3)C2=O)cc1 (stereo unspecified)
  i	i	-1	i	-9	0.3	-30	i	14	i	i
O=C(N/N=C/c1ccncc1)c1cccc(N/N=C/c2ccncc2)c1
  i	i	7	i	-45	0.8	-17	i	-4	i	i
O=C(CNC(=O)c1ccc(Cl)cc1)c1ccccc1
  i	i	nt	i	-100	2.4	nt	i	0	i	i
O=C(Nc1cccc(CNCCc2c[nH]c3ccccc23)c1)c1ccccc1Cl
  i	i	6	i	10	-1.0	-27	i	1	i	-6.5*
COC(=O)c1ccccc1NC(=O)Nc1cc(C(C)(C)C)on1
  i	i	-4	i	-11	2.1	-112	i	-2	i	i
CC(NC(=S)Nc1ccc(S(N)(=O)=O)cc1)c1ccc2c(c1)OCO2 (stereo unspecified)
  i	i	-1	i	14	0.1	-16	i	-1	i	i
Nc1ccccc1Sc1nc2ccccc2[nH]1
  i	i	2	i	-48	0.5	-8	i	61*	i	i
CN1C(=O)C(c2ccccc2[N+](=O)[O-])C(=O)c2ccccc21 (stereo unspecified)
  i	i	1	i	-12	-7.0	-9	i	-4	i	i
CCCCc1ccc(NC(=O)Nc2c(C)n(C)n(-c3ccccc3)c2=O)cc1
  i	i	-1	i	-3	0.0	-42	i	25	i	i
CCOC(=O)Cc1csc(NC(=S)NC(=O)c2ccc(Cl)cc2)n1
  i	i	0	i	3	-4.1	-16	i	-1	i	i
CC(C)=CC(=O)Nc1ccc(S(=O)(=O)Nc2ccccn2)cc1
  i	i	-2	i	-3	0.4	-21	i	-11	i	i
CCOC(=O)C(C)n1cnc2c(nnn2-c2cccc(Cl)c2)c1=O (stereo unspecified)
  i	i	-6	i	-12	-0.1	-33	i	-3	i	i
O=C(O)c1ccccc1N/C=C\[N+](=O)[O-]
  i	i	-6	i	15	0.1	-6	i	-4	i	i
CCN(CC(=O)Nc1c(F)cccc1F)C(=O)CNC(=O)c1ccco1
  i	i	nt	i	5	1.3	nt	i	-5	i	i
O=C(Nc1ccccc1N1CCOCC1)c1ccc(OCc2cscn2)cc1
  i	i	-2	i	-2	0.9	-5	i	-1	i	i

Continuation:
Under each structure – TRPC4 agonist	TRPC4 PAM	IEC-6 tox	MrgX1 antag	aSyn 5UTR inh	HIF act	KLF5 inh	TRPC4 block	SKKanGAS inh	TRPC6 act	TRPC6 inh
CSCC[C@H](NC(=O)OC(C)(C)C)c1nnc(SCC(=O)Nc2ccc(C)cc2C)o1
  i	i	3	i	6	-0.2	-8	i	2	i	i
c1ccc(SCCOCCn2cncn2)cc1
  i	i	2	i	23	0.7	-22	i	-3	i	i
COc1ccc(C(=O)Nc2ccc3[nH]ccc3c2)cc1
  i	i	nt	i	66*	-2.7	nt	i	14	i	i
CCC(Sc1nncn1C)C(=O)Nc1ccccc1OC (stereo unspecified)
  i	i	4	i	-34	-0.1	4	i	-2	i	i
Cc1noc(C)c1COC(=O)COc1ccc(C#N)cc1
  i	i	-1	i	7	-0.4	8	i	0	i	i
O=C(Nc1ccc(Cl)cc1C(F)(F)F)C(Sc1nnc(-c2cccs2)o1)c1ccccc1 (stereo unspecified)
  i	i	8	i	-50	2.7	-33	i	13	i	i
CS(=O)(=O)N1CCCC(C(=O)NCc2cccs2)C1 (stereo unspecified)
  i	i	-1	i	-3	-0.2	-10	i	-8	i	i
COc1ccc(C2(C)NC(=O)N(CC(=O)Nc3ccc(S(=O)(=O)N4CCCC4)cc3)C2=O)cc1 (stereo unspecified)
  i	i	-4	i	4	-2.7	-6	i	9	i	i
Cc1ccc2c(N)c(C(=O)c3ccccc3)sc2n1
  i	i	4	i	-47	4.1	-24	i	9	i	i
COc1ccc(N(C(=O)c2snc(C(N)=O)c2N)C(C(=O)NC2CCCC2)c2ccco2)c(OC)c1 (stereo unspecified)
  i	i	6	nt	10	0.9	-36	i	8	i	i

Taken from above:
Cc1ccc2c(N)c(C(=O)c3ccccc3)sc2n1 in HIF act shows 4.1
c1ccc(SCCOCCn2cncn2)cc1 in IEC-6 tox shows 2
COc1ccc(C2(C)NC(=O)N(CC(=O)Nc3ccc(S(=O)(=O)N4CCCC4)cc3)C2=O)cc1 (stereo unspecified) in SKKanGAS inh shows 9
COc1ccc(C(=O)Nc2ccc3[nH]ccc3c2)cc1 in HIF act shows -2.7
CSCC[C@H](NC(=O)OC(C)(C)C)c1nnc(SCC(=O)Nc2ccc(C)cc2C)o1 in SKKanGAS inh shows 2

Source: PubChem

Compounds were not picked by outcome; about 5.8% have a hit in one of these screens.
